# Compound activity (PubChem)
# TNAP inh noacc: human TNAP enzyme inhibitors, primary screen, biochemical, luminescent, no phosphate acceptor, uHTS; Alkaline phosphatase, tissue-nonspecific isozyme (Homo sapiens), P05186; purified TNAP, CDP-star luminescence, 30 min; inhibition, % at 20 µM; 0.26% of 200,000 active; AID 1012, 2008;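 active means tissue-nonspecific alkaline phosphatase inhibition above about 50% at 20 µM in the single-dose screen, limit read from the data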;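 further: 0% = DMSO negative control and 100% = EDTA positive control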
# Target sequence (P05186 whole entry, looked up): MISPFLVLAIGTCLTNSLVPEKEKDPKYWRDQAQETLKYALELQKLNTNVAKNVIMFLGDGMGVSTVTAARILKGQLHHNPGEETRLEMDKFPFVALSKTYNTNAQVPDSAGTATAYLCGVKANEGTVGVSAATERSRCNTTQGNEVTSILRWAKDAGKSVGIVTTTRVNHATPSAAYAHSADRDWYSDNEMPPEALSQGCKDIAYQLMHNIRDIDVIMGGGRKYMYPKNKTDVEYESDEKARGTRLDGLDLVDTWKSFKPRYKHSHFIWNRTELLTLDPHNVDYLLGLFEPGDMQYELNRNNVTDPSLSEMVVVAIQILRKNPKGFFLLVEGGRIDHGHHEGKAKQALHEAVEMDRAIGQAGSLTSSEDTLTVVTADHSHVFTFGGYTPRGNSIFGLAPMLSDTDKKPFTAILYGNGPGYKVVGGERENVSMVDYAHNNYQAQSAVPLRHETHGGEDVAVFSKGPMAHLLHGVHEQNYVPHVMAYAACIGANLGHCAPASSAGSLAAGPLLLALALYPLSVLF
# bIAP act: bovine intestinal alkaline phosphatase activators, primary screen, biochemical, bovine IAP, CDP-star luminescence; alkaline phosphatase, intestinal [Bos taurus]; 0.17% of 200,000 active; AID 1016, 2008; purified bovine IAP, 30 min; stronger effect = higher value; fold of DMSO-control signal, blank-subtracted; activation factor at 20 µM;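 active means activation factor of 2 or more at 20 µM, a signal rise over negative controls twice the positive control's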
# TR-FRET SRC-2 ct: TR-FRET signal artefacts, primary screen, artefact control for PPARgamma SRC-2 agonist project, biochemical. TR-FRET artefact counter-screen; stronger effect = higher value. TR-FRET ratio at 8 µM. 0.4% of 200,000 active; in the data active means TR-FRET ratio above about 2000; further: inactives centre near 1500
# bIAP inh: bovine intestinal alkaline phosphatase inhibitors, primary screen, selectivity assay for TNAP inhibitor project, biochemical, bovine IAP, CDP-star luminescence. purified bovine IAP, 30 min. 190,000 tested, under 10 active. inhibition, % at 20 µM. AID 1019, 2008;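 active means over 50% inhibition of intestinal alkaline phosphatase at 20 µM in the single-dose screen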
#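 System: purified bovine intestinal alkaline phosphatase (IAP) enzyme; Input: IAP diluted 1/65,000,000 in the well; Measured by: CDP-star luminescence signal; Compound dosing: 20 µM single dose; Incubation: 30 min reaction at room temperature.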
# TNAP act hiacc: TNAP activators at high phosphate acceptor level, primary screen, biochemical, luminescence, uHTS; purified TNAP, CDP-star luminescence, 1 M DEA, 30 min; stronger effect = higher value; 0 = EDTA background, 1 = DMSO-only activity; activation factor at 20 µM; AID 1136, 2008; 200,000 tested, under 10 active;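 active means activation factor at least 2 at 20 µM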
#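 Assay system: human TNAP; Input: enzyme diluted 1/800 final; Reagent: CDP-star luminogenic substrate at 100 µM final; Timing: 30 min, room temperature; Signal: luminescence; Evaluation: TNAP activation factor scaled between EDTA and DMSO control wells.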
# TNAP inh hiacc: human TNAP enzyme inhibitors, primary screen, biochemical, luminescent, high phosphate acceptor level, uHTS | Alkaline phosphatase, tissue-nonspecific isozyme (Homo sapiens), P05186 | purified TNAP, CDP-star luminescence, 1 M DEA | inhibition, % at 20 µM | 0.03% of 200,000 active;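 active means over 50% inhibition of tissue-nonspecific alkaline phosphatase at 20 µM in the single-dose screen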;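 further: plate controls were DMSO wells for no effect and EDTA-quenched wells as full inhibition for full effect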
# PPARg SRC-1 ag: PPARgamma agonists recruiting SRC-1 coactivator, primary screen, biochemical | Peroxisome proliferator-activated receptor gamma (Homo sapiens), P37231 | PPARgamma-SRC-1 coactivator recruitment biochemical assay | activation, % at 8 µM | 0.41% of 200,000 active | AID 631, 2007; in the data active means activation above about 19%;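 further: 0% = DMSO and 100% = reference agonist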
# Target sequence (P37231 whole entry, looked up): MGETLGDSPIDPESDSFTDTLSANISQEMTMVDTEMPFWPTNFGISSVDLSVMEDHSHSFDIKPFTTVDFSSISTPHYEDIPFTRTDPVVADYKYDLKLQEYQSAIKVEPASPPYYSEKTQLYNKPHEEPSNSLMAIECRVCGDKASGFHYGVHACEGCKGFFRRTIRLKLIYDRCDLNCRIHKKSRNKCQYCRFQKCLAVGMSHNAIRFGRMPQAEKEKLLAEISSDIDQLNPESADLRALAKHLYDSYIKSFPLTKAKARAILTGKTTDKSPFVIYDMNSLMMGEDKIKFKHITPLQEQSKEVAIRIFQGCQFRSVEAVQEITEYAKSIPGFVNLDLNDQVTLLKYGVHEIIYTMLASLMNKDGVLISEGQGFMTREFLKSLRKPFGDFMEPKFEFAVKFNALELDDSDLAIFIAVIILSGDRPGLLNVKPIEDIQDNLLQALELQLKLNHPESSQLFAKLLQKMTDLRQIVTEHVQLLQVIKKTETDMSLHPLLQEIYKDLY
# PPARg SRC-3 ag: PPARgamma agonists recruiting SRC-3 coactivator, primary screen, biochemical; Peroxisome proliferator-activated receptor gamma (Homo sapiens), P37231; biochemical PPARgamma/SRC-3 coactivator recruitment assay; activation, % at 8 µM; 0.26% of 200,000 active; in the data active means activation above about 23%;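 further: 0% = DMSO and 100% = reference agonist; some compounds past the cut are filed as inactive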
# Efa HMGR inh: inhibitors of E. faecalis class II HMGR, primary screen, biochemical, Enterococcus faecalis. 0.41% of 190,000 active. purified E. faecalis HMGR, NADPH absorbance 340 nm kinetic. AID 1066, 2008. inhibition, % at 10 µM. HMG-CoA reductase (Enterococcus faecalis, mvaE);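 active means inhibition above a set limit, the median over all tested compounds plus 3 SD, cut at about 9.5% in these data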;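 further: enzyme runs in reverse so mevalonate oxidation gives rising NADPH absorbance; 0% = complete reaction with DMSO and 100% = background rate lacking mevalonate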
# PPARg SRC-2 ag: agonists of PPARg-SRC-2 recruitment, primary screen, biochemical, HTS; Peroxisome proliferator-activated receptor gamma (Homo sapiens), P37231; PPARgamma LBD-SRC-2 recruitment; activation, % at 8 µM; 0.34% of 200,000 active; in the data active means activation above about 22%;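 further: 0% = vehicle and 100% = reference agonist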
# Numbers without * were called inactive; · = not tested or not shown.
SMILES,TNAP inh noacc,bIAP act,TR-FRET SRC-2 ct,bIAP inh,TNAP act hiacc,TNAP inh hiacc,PPARg SRC-1 ag,PPARg SRC-3 ag,Efa HMGR inh,PPARg SRC-2 ag
COc1ccc(/C=C/C(=O)OCC(=O)Nc2cccc(Oc3ccccc3)c2)c(OC)c1,-9,0.7,1524,29,1,-4,12,0,0,4
COc1ccc(S(=O)(=O)N2CCN(c3ncnc4c(-c5ccccc5)nsc34)CC2)cc1,-8,1,·,-2,1.1,-6,·,·,·,·
O=C(O)c1ccccc1NCc1ccncc1,-11,0.9,1601,6,1,-4,5,-3,-2,4
CCN(CC)S(=O)(=O)c1cccc(C(=O)OCC(=O)c2ccc3c(c2)NC(=O)CO3)c1,-6,0.8,1333,15,1,-4,0,-7,-6,0
COc1ccccc1NC(=O)CSCC(=O)N1c2ccccc2CCc2ccccc21,-8,0.9,1465,6,1,-3,-2,4,-1,5
COCCCNCCCCOc1ccc(C)cc1[N+](=O)[O-],-8,1,1701,2,1,-4,3,-1,3,4
Cc1[nH]c2ccccc2c1C(=O)COC(=O)C1CCC(=O)N1 (stereo not drawn),-14,1,1487,3,1.1,-6,-1,-2,0,-1
CCn1c(SCC(=O)NC2CCCc3ccccc32)nnc1-c1cccs1 (stereo not drawn),-11,0.9,1479,9,1,-3,-1,-6,-2,5
O=C(O)c1[nH]c2ccccc2c1CC(=O)N1CCOCC1,1,0.9,1523,6,1,-4,8,1,-7,3
Cc1cccc(NC(=O)c2ccc(NCC3CCCO3)c([N+](=O)[O-])c2)c1 (stereo not drawn),0,0.5,1654,·,0.9,7,-2,-3,3,-7
Nc1nnc(CSCc2ccc(F)cc2)s1,-6,0.8,1614,15,1,-4,4,-4,0,2
C/C(=N\N1CCN(Cc2ccccc2)CC1)c1ccco1,0,1,1551,0,1,-4,-4,4,-1,-2
CCn1c(C)nc2cc(C(=O)NNC(=O)Nc3ccc(Cl)cc3)ccc21,-70,1.1,1677,-7,1.1,-7,2,6,-2,11
C=C(C)C1CC=C(C)/C(=N\NC(=O)CNc2ccccc2OC)C1 (stereo not drawn),-9,1,1590,2,1,-1,2,1,-1,5
Cc1ccc(C2C(C#N)=C(N)SC(N)=C2C#N)o1,-10,0.9,2112*,6,1,-3,19*,24,7,23*
COc1ccc(CNC(=O)c2coc(=O)c3ccccc23)cc1,-13,1,1431,2,1,-2,-6,-1,-3,-11
COC(=O)NC(=C(Cl)Cl)S(=O)(=O)c1ccccc1,-10,0.9,1627,14,1,-3,1,13,-2,4
NC(=O)N/N=C/c1ccccc1OC(=O)c1ccccc1Br,-9,1.1,1549,-6,1,-1,5,1,-2,1
O=C(CN1CCSCC1)N/N=C/c1ccc(F)cc1F,-20,1,1362,0,1.1,-6,-2,4,-5,0
C/C(=N\NC(=O)COc1ccc(C)cc1Br)c1cc([N+](=O)[O-])cs1,-1,1,1795,0,1,-2,3,1,-3,3
CC1Cc2nc(SCC(=O)N3CCN(c4ccccc4)CC3)n(C)c(=O)c2S1 (stereo not drawn),-5,0.9,1423,8,1.1,-6,-1,2,-7,5
C/C(=N\NC(=S)NCc1ccccc1)c1cccs1,-24,0.6,1664,42,1,-1,3,-1,-7,2
O=C(CCCC(=O)N(CC(=O)NC1CCCC1)C1CCCC1)Nc1ccccn1,-8,1.2,1454,-16,1,-5,4,0,-4,1
Cc1cccc(Cn2ccc(NC(=O)c3ccc4c(c3)OCO4)n2)c1,-6,0.7,1809,28,1,-1,12,8,-2,2
Cc1ccc(C(O)P(=O)(OC2CCCCC2)OC2CCCCC2)cc1 (stereo not drawn),17,1,1652,0,1.1,-10,5,-3,-1,9

# Individual results from the entries so far:
# For bIAP act, C=C(C)C1CC=C(C)/C(=N\NC(=O)CNc2ccccc2OC)C1 (stereo not drawn) has the entry 1
# For TNAP act hiacc, Nc1nnc(CSCc2ccc(F)cc2)s1 has the entry 1
# For TNAP inh noacc, COc1ccc(/C=C/C(=O)OCC(=O)Nc2cccc(Oc3ccccc3)c2)c(OC)c1 has the entry -9

# An excerpt from above in order of the TNAP act hiacc value, lowest first:
mol	TNAP inh noacc	bIAP act	bIAP inh	TNAP act hiacc	TNAP inh hiacc	Efa HMGR inh
Cc1cccc(NC(=O)c2ccc(NCC3CCCO3)c([N+](=O)[O-])c2)c1 (stereo not drawn)	0	0.5	·	0.9	7	3
COC(=O)NC(=C(Cl)Cl)S(=O)(=O)c1ccccc1	-10	0.9	14	1	-3	-2
CC1Cc2nc(SCC(=O)N3CCN(c4ccccc4)CC3)n(C)c(=O)c2S1 (stereo not drawn)	-5	0.9	8	1.1	-6	-7

# (more compounds)
SMILES,TNAP inh noacc,bIAP act,TR-FRET SRC-2 ct,bIAP inh,TNAP act hiacc,TNAP inh hiacc,PPARg SRC-1 ag,PPARg SRC-3 ag,Efa HMGR inh,PPARg SRC-2 ag
Cc1c(-c2nc(N)nc(Nc3ccccc3)n2)oc2ccccc12,-10,0.8,1533,17,1,-4,0,0,2,5
O=C(CN1C(=O)c2ccccc2S1(=O)=O)NCc1ccco1,-14,1,1392,2,1.1,-10,5,6,-4,-1
c1ccc(CCNc2nc3ccccc3n3nnnc23)cc1,-2,0.9,1719,6,1,2,6,5,-6,4
CCCC(=O)NNC(=O)CCC(=O)NCc1ccccc1,-5,1,1455,-4,1,2,-3,4,0,1
CCN(CC)S(=O)(=O)c1ccc2c(c1)c(=O)c(C(=O)NCc1ccco1)cn2C,-10,1.2,1665,-22,1.1,-7,6,1,-5,6
COc1ccc2[nH]c(=O)c(C(c3nnnn3C(C)(C)C)N(Cc3ccco3)CC3CCCO3)cc2c1 (stereo not drawn),-4,1.1,1532,-8,1,-3,2,-6,1,-5
CC(=O)Nc1ccc(S(=O)(=O)NC2(C(F)(F)F)C(=O)Nc3c2c(=O)[nH]c(=O)n3C)cc1 (stereo not drawn),4,0.9,1459,6,1.1,-10,-6,-10,-1,-5
COc1ccc(CCNC(=O)C(CC(C)C)NC(N)=O)cc1 (stereo not drawn),-10,1,1626,-2,1,-3,-2,-3,-6,5
O=C(c1ccc(Cl)cc1)c1oc2ccccc2c1CS(=O)c1ccccc1 (stereo not drawn),-5,0.9,1581,7,1,-3,6,1,-3,12
Cc1cc2oc(=O)cc(Cn3ccnc3)c2cc1C,10,0.8,1453,20,1.1,-7,1,3,-2,1
Oc1ccc(/C=N/NC(=S)Nc2cccnc2)c(O)c1,-35,0.9,1391,14,1,-4,3,4,1,4
O=C(CSC1=NCCN1)NC1CCCCCC1,-14,0.9,1505,9,1,-4,-2,-5,-4,2
O=C(c1ccc(Cl)cc1Cl)c1ncc(C(F)(F)F)cc1Cl,-11,1,1634,-2,1,-5,4,10,-2,11
Cc1ccc(NC(=S)Nc2ccc(OC(F)F)c(Cl)c2)cc1Cl,0,0.8,1333,22,1,-4,2,-2,-3,1
CCn1c(=O)c(C(=O)CN2CCN(S(=O)(=O)c3cc(C)ccc3C)CC2)c(N)n(Cc2ccccc2)c1=O,-1,1,1672,2,1,-5,6,12,-2,8
O=C(NCc1ccco1)c1ccc(CNc2c(N3CCCCC3)c(=O)c2=O)cc1,-7,0.9,1547,10,1,0,3,4,-4,5
CCN1CCN(C(=S)c2ccc(OC)cc2)CC1,-7,1.1,1328,-7,1,-1,-2,-1,0,-3
O=C1c2ccccc2C(=O)N1CC1=NCCc2ccccc21,-4,1,1455,0,1,1,-5,1,-5,4
Cc1ccc(CC2S/C(=N/c3ccccn3)NC2=O)cc1 (stereo not drawn),-2,1,1642,2,1,-4,2,-4,-3,4
CC1CCN(C(=O)COC(=O)CCc2c[nH]c3ccccc23)CC1,-5,1,1527,2,1.1,-5,6,-1,4,-4
C=C1C(C(=O)Nc2ccc(F)cc2)C1C(=O)Nc1ccc(F)cc1 (stereo not drawn),-7,1.1,1420,-5,1,-4,9,-3,2,0
Cc1noc(C)c1C(=O)N1CCCc2ccccc21,0,1,1649,1,1,-5,4,8,0,8
CCOC(=O)c1ccc(N2C(=O)C=CC2=O)cc1,-5,1,1357,1,1,-4,-1,8,0,-5
O=C(NCc1cccnc1)c1ccc(COc2ccc(Cl)cc2Cl)o1,-13,0.9,1657,6,1,-4,8,5,-2,5
COc1cccc(OC)c1C(=O)NC(C)C12CC3CC(CC(C3)C1)C2 (stereo not drawn),-15,1.1,1526,-7,1,-3,2,2,-10,1
# The listing continues:
SMILES,TNAP inh noacc,bIAP act,TR-FRET SRC-2 ct,bIAP inh,TNAP act hiacc,TNAP inh hiacc,PPARg SRC-1 ag,PPARg SRC-3 ag,Efa HMGR inh,PPARg SRC-2 ag
COc1ccc(-c2cc(=Nc3c(C)n(C)n(-c4ccccc4)c3=O)c3ccccc3o2)cc1,5,1.1,1681,-10,0.9,5,1,3,-5,8
CC1CCN(c2cc(N)c(Cl)cc2[N+](=O)[O-])CC1,-1,0.6,1612,42,1,3,-4,-9,16*,7
CC(NC(=O)Cc1ccc(F)cc1)C(c1cccs1)N1CCN(C)CC1 (stereo not drawn),-15,0.9,1469,9,1.1,-6,-1,1,-3,17
Cc1cccc(-n2c(C)cc(C=C(C#N)C#N)c2C)c1,-8,0.8,1790,18,1,1,8,10,-1,2
COc1ccc(N(CC(=O)NC2CCCCC2)C(=O)CNC(=O)c2ccco2)cc1OC,-12,0.9,1510,13,1.1,-7,-8,-5,-4,-4
COc1ccc(S(=O)(=O)CCC(=O)O)cc1,-14,0.9,1337,10,1.1,-6,7,-6,2,-3
COc1cc(S(=O)(=O)N2CCN(c3ccccc3F)CC2)ccc1Cl,-11,0.8,1446,15,1.1,-6,5,-2,-5,3
COc1ccccc1NC(=O)CN1CCN(CC(=O)Nc2ccc3c(c2)OCCO3)CC1,-10,1.1,1552,-9,1,-2,8,-2,-2,7
Cc1cc(N(C)/N=C/c2ccccc2O)nc(-c2ccccc2O)n1,-96,1.2,1529,-23,1.1,-6,-2,1,1,2
CCN(CC)C(=O)CCSc1nnc(-c2ccco2)o1,-7,1.1,1564,-6,1,-1,7,0,-1,5
Nc1nc(Br)c2c(F)cccc2c1-c1ccc(Cl)cc1,-11,1,1596,0,1.1,-5,-2,3,2,0
C=C(C)c1nc(N)nc(N)n1,-11,0.9,1683,9,1,-3,6,4,1,8
CSc1nsc(SCC(=O)Nc2ccc(C(C)=O)cc2)n1,-12,0.7,1365,25,1,0,-5,-3,-10,-3
COC(=O)c1cc2n(n1)CCN(Cc1cccc(OC)c1)C2=O,-7,1.2,1557,-20,1.1,-7,13,5,-5,4
CC(C)C(=O)NC(Nc1ccc(S(N)(=O)=O)cc1)C(Cl)(Cl)Cl (stereo not drawn),-7,1,1509,3,1.1,-6,-2,-3,-2,-2
COC(=O)/C(=N/Nc1ccc(C)cc1)N1CCCc2ccccc21,-9,0.8,1497,19,1,-3,3,0,-3,3
O=C(CSc1nnc(CCCO)n1-c1ccccc1)NCCc1ccccc1,-11,1,1347,2,1.1,-5,-1,-3,-5,-1
